Assay outcomes: PubChem, several laboratories
TbHK1 inh = T. brucei hexokinase 1 inhibition | 0.11% of 220,000 active | inhibition, % at 10 µM | recombinant TbHK1, G6PDH-coupled NADH A340;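 active means inhibition of 50% or more in the single-dose primary screen; inactive means inhibition below 50%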
EBV gp42 inh = blocks Epstein-Barr virus glycoprotein 42 binding. Q1HVG2. Fluorescence polarization binding assay, mP read-out. inhibition, % (tested at 21.74 µM). 0.42% of 220,000 active. AID 1085; in the data active means inhibition above about 50%
Target sequence (Q1HVG2 whole entry, looked up): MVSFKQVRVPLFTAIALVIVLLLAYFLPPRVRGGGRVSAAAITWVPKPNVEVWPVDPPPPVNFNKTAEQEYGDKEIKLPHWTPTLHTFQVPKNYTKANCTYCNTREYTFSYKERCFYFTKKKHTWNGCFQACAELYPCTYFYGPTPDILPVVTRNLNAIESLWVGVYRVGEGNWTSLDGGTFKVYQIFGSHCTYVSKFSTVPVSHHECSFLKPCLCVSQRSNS
p47phox inh = p47phox (human) inhibition; 0.53% of 220,000 active; p47phox/p22phox peptide binding, fluorescence polarization, 2 h; P14598; AID 1274; inhibition, % at 24.7 µM;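 active means inhibition above about 30%, limit read from the data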;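 further: 0% = p47phox with labelled peptide and 100% = labelled peptide alone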
14-3-3 Bad inh = disrupts binding of bovine 14-3-3 zeta to phospho-Bad peptide. P63103. TR-FRET 14-3-3zeta/Dy647-pBad peptide displacement, 1 h. inhibition, % at 21.7 µM. 0.71% of 220,000 active. AID 781;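 active means inhibition above about 70%, limit read from the data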;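 further: 0% = full 14-3-3 plus peptide FRET controls and 100% = background without 14-3-3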
Target sequence (P63103 whole entry, looked up): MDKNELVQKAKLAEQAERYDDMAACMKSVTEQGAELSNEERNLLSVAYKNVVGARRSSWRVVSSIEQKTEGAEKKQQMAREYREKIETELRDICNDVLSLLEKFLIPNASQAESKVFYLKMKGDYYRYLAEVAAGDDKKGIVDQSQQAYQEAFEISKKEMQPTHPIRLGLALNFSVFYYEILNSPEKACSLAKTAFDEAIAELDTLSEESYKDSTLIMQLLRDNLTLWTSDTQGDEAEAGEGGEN
MDM2 E3 inh = Mdm2 E3 ligase (human) inhibition; Q00987; cell-based MDM2 ubiquitination luciferase reporter, 2 h; 0 = plate control, 100 = twice control, blank-subtracted; signal enhancement, % at 5 µM; 0.11% of 210,000 active; AID 1230;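 active means signal enhancement of 30% or more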;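 further: luminescence tracks abundance of the self-degrading MDM2-luciferase fusion protein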
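Material: Stable MDM2–luciferase fusion reporter cells | Amount: 2000 cells seeded into each well | Dosing: One concentration, 5 µM, with 0.2% DMSO | Incubation: 4 h cell settling then 2 h compound exposure, 37 °C | Measured by: Luciferase luminescence | Read-out basis: % enhancement relative to plate controls after blank subtraction | Benchmarks: Control and blank well means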
zVAD death inh = blocks zVAD induced death of L929 cells; viability rescue, % at 10 µM; L929 zVAD necroptosis rescue, ATP luminescence, 24 h; with zVAD 60 µM; 0.38% of 220,000 active;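 active means activation, scaled between plate controls, above about 75%, limit read from the data; inactive means activation under that limit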;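 further: 0% = zVAD with DMSO and 100% = DMSO alone without zVAD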
Runt-SMMHC FRET = blocks binding of human RUNX1 Runt domain to CBFb-SMMHC | Q01196+Q13951 | 0.74% of 220,000 active | AID 1434 | Cerulean-Runt/Venus-CBFb-SMMHC FRET ratio 530/480, 1 h | inhibition, % at 20 µM;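 active means mean inhibition across duplicate retests at 20 µM reaching about 50%, limit read from the data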;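 further: 0% = DMSO wells and 100% = wells with excess untagged CBFb-SMMHC; inhibitors lower the FRET ratio by blocking Runt binding to CBFb-SMMHC; some results filed as inactive read as strong as hits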
Hck-Nef inh = blocks Nef-activated human Hck kinase. P08631. Recombinant Hck-YEEI plus Nef, Z-Lyte FRET kinase assay. inhibition, % at 20 µM. 0.68% of 220,000 active;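 active means Hck-Nef kinase inhibition above about 50%, limit read from the data; inactive means inhibition below that limit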;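 further: 0% = DMSO with Hck plus Nef and 100% = Hck alone without Nef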
Target sequence (P08631 whole entry, looked up): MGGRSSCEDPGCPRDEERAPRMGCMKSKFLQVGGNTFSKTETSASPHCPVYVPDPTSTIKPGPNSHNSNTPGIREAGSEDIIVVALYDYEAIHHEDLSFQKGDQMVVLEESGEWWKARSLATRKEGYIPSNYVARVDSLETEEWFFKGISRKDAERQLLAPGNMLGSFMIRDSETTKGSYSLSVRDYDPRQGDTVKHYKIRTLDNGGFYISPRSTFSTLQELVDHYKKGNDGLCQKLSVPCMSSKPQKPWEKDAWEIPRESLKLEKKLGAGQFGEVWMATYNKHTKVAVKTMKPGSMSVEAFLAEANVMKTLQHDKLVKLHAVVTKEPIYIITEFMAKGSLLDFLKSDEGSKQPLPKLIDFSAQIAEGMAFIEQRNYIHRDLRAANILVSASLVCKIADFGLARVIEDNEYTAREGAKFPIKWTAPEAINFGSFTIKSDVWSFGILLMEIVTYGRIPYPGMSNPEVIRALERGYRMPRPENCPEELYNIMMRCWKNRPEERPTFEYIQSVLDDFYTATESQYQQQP
Runt-CBFb FRET = Runt domain-CBFb interaction inhibition. AID 1496. 0.46% of 220,000 active. inhibition, % at 20 µM. Cerulean-Runt/Venus-CBFb FRET ratio 530/480, 1 h. Q01196+Q13951;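 active means inhibition over about 50% at 20 µM in the single-dose screen, limit read from the data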;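 further: 0% = DMSO wells and 100% = excess unlabeled CBFb competitor control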
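Measured by: fluorescence energy transfer, 422 nm excitation, 530/480 nm emission; test system: Cerulean-tagged RUNX1 Runt domain (FRET donor) fusion protein; buffer or medium: Tris pH 7.5 buffer with BSA; compound: one dose, 20 µM compound, 1% DMSO; times: two 1 h room-temperature incubations shielded from light; benchmarks: unlabeled CBFb 5 µM, positive control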
Active calls of the source: *; · = no result given; [ ] = dose if it differs, or a comment. Compounds were not picked by outcome; about 3.2% have a hit in one of these screens.

SMILES	TbHK1 inh	EBV gp42 inh	p47phox inh	14-3-3 Bad inh	MDM2 E3 inh	zVAD death inh	Runt-SMMHC FRET	Hck-Nef inh	Runt-CBFb FRET
COCCNC(=O)CSc1nc2cc(OC)c(OC)cc2c(=O)n1Cc1ccc(OC)cc1	-2	-22	-7	-5	-22	0.5	-3	1	-2
O=c1[nH]c(SCc2ccc(Cl)cc2)nc2ccsc12	9	8	3	6	13	0.0	-2	-23	-3
COc1cc(NC(=O)c2nccnc2N)cc(C(=O)Nc2cccc(C(F)(F)F)c2)c1	-18	0	-20	-1	5	1.1	1	20	-3
Cc1cc2cc(CNC(=O)c3cccs3)ccc2n1C	-2	19	12	1	2	·	-24	1	2
Cc1cc2cc(C)c3nnc(SCC(=O)NCc4ccco4)n3c2cc1C	41	-19	-1	·	-9	-0.2	-2	0	-1
CC(=O)Nc1cccc(NC(=O)c2c(-c3ccccc3Cl)noc2C)c1	0	-7	2	-10	-14	0.1	2	-2	2
c1ccc2c(c1)nc(CN1CCOCC1)n1c3ccccc3nc21	-9	-12	-1	-8	-1	-1.3	4	6	0
C/C(=N\Nc1nc2ccc(Cl)cc2o1)c1ccccc1	-15	-7	-3	0	-12	23	-1	8	0
COc1cccc(SCC2CSc3nc4ccccc4c(=O)n32)c1 (configuration not stated)	2	-17	6	5	-16	0.7	-4	23	10
CC1(C)Cc2cccc(OCC(=O)N3CCN(c4ccccc4)CC3)c2O1	-7	-5	-1	2	-9	-0.2	5	-2	-1
CCCc1c(C)c(C#N)c2nc3ccccc3n2c1NCCCN1CCOCC1	1	3	2	-17	-4	-0.1	54*	16	20
CC1(C2CC2)NC(=O)N(CC(=O)Nc2ccccc2-c2ccccc2)C1=O (configuration not stated)	-3	-24	-3	1	-9	1.9	0	32	0
CCOC(=O)c1cnc2ccc(OCC)cc2c1N1CCN(c2ccccc2OC)CC1	-26	-23	-11	-15	-15	-0.6	0	77*	-14
COc1ccc(OC)c(NC(=O)CSc2nc3ccccc3c(=O)n2CCNC(C)=O)c1	-5	-11	0	13[fluorescence artefact?]	-6	-0.1	-5	0	-2
Cc1ccc(-c2nn(-c3ccccn3)c(=O)c3ccccc23)cc1C	-11	-13	-1	-5	-5	-0.8	1	0	-2
CC(=O)c1cccc(S(=O)(=O)N2CCN(c3ccccc3F)CC2)c1	7	-1	2	-4	-12	0.9	1	-27	2
O=C(Cc1cn2ccsc2n1)Nc1cccc2cnccc12	-5	4	-6	1	7	0.3	3	1	-2
O=C(Nc1cccc2ccccc12)/C(=C/c1cccc([N+](=O)[O-])c1)NC(=O)c1cccs1	4	-15	-16	5[fluorescence artefact?]	-9	1.7	-2	2	-1
COc1ccc(NC(=O)CN2CCC(C(N)=O)CC2)cc1	27	-14	-6	0	-8	2.1	-1	-1	2
O=C(COC(=O)c1cccnc1)c1ccc(Cl)c(Cl)c1	2	-7	-6	22	-29	0.0	-4	-1	-2
c1ccc(-n2nnnc2NC2CCCCC2)cc1	2	-3	-3	-7[fluorescence artefact?]	-9	0.9	-3	1	2
C=CCC1CCCCC12NC(=O)N(c1ccccc1)N2 (configuration not stated)	-9	-21	-12	-4	-4	0.3	-8	0	2
O=C(CSc1nc(-c2ccc(F)cc2)cc(C(F)(F)F)n1)NCc1ccco1	3	4	-7	-18	9	0.6	2	-1	-1
CN1CCN(C(=O)C23CC4CC(C2)CC(c2ccccc2)(C4)C3)CC1	-1	-4	·	0	-2	0.1	-2	12	1

Single records (already shown). Values in the order: TbHK1 inh, EBV gp42 inh, p47phox inh, 14-3-3 Bad inh, MDM2 E3 inh, zVAD death inh, Runt-SMMHC FRET, Hck-Nef inh, Runt-CBFb FRET
Record of CC(=O)Nc1cccc(NC(=O)c2c(-c3ccccc3Cl)noc2C)c1 = 0, -7, 2, -10, -14, 0.1, 2, -2, 2
Record of COc1ccc(NC(=O)CN2CCC(C(N)=O)CC2)cc1 = 27, -14, -6, 0, -8, 2.1, -1, -1, 2

Next section.
SMILES	TbHK1 inh	EBV gp42 inh	p47phox inh	14-3-3 Bad inh	MDM2 E3 inh	zVAD death inh	Runt-SMMHC FRET	Hck-Nef inh	Runt-CBFb FRET
CCOC(=O)c1c(NC(=O)c2ccco2)sc2c1CCCC2	-12	-6	-14	10	-12	5.2	1	4	-1
CCN(c1ccccc1)S(=O)(=O)c1ccc(Oc2ccc(-n3ccnc3)cc2)nc1	6	-3	-8	-12	-2	87*	·	1	·
COc1ccc(N(C)S(=O)(=O)c2ccc3c(c2)CCC(=O)N3)cc1	-1	-5	-8	-6	-11	-0.1	3	-1	-1
CC1=C(C(=O)Nc2ccccc2)C(c2ccc(C)o2)n2ncnc2N1 (configuration not stated)	2	-24	4	-1[fluorescence artefact?]	-22	0.6	-2	0	-2
Cc1ccc(NC(=O)c2oc3ccc(S(=O)(=O)N4CCOCC4)cc3c2C)c(C)c1	-14	3	-9	-4	-12	-0.9	-5	4	-1
COc1ccccc1CNc1nc2nc(C)cc(=O)n2[nH]1	1	-6	-8	5	-4	0.0	-4	5	-1
Cc1ccc(NC(=O)Nc2ccccc2C(=O)NCc2ccccc2)cc1	-24	-2	-9	6	-6	-0.2	1	2	1
O=C(Nc1cccc(F)c1)c1ccc2c(c1)OCO2	5	-4	-7	0	-22	0.1	-4	-1	2
c1ccc(-c2nnc(CSc3nc4ccccc4[nH]3)o2)cc1	-1	-9	-1	4	-3	-0.7	-4	0	-2
NC(=O)c1oc2ccccc2c1NC(=O)C1COc2ccccc2O1 (configuration not stated)	2	-15	0	-1	-3	6.4	4	-1	0
CC(=O)NC(CC(=O)NC12CC3CC(CC(C3)C1)C2)c1ccccc1 (configuration not stated)	30	-28	0	-21	-9	-1.1	3	0	-2
CCCCCCC(=O)c1c(C)[nH]c(C(=O)OCC)c1C	-5	0	2	3[fluorescence artefact?]	-4	-0.2	-7	0	-3
O=[N+]([O-])c1nn(-c2ccc3c(c2)OCCO3)n(O)c1=NCc1ccc(F)cc1Cl	-7	11	-11	-9	-4	0.2	-31	-2	-60
CC1CCCC(NC(=O)CCC(=O)c2ccc(F)cc2)C1C (configuration not stated)	-3	-12	-27	1	-20	55	-3	-2	0
Cc1cccc2c1c1ccc3c(c1n2C)C(=O)C=CC3=O	-7	-2	-5	10	54*	13	36	-6	52*
CCOc1ccc(C2C(C(=O)c3ccco3)=C(O)C(=O)N2Cc2cccnc2)cc1 (configuration not stated)	-10	-11	-2	1	-24	0.0	0	0	0
CN(C)/C=N/c1sc2c(c1C#N)CCCC2	-19	-1	11	-12	0	1.2	2	0	0
O=S(=O)(CCc1nc2ccccc2[nH]1)c1ccc(Cl)cc1	1	-5	-6	4	-8	0.8	-3	-27	-2
O=C(Cc1ccc(Cl)cc1)Nc1ccc(Br)cc1	-1	-11	-4	-11	-9	0.2	-3	16	0
O=C(CCSc1ccc(Cl)cc1)c1cccs1	-3	-6	-3	5	-2	-0.2	-4	0	3
CCCCC(CC(C)O)c1n[nH]c(=S)n1-c1ccccc1 (configuration not stated)	30	0	-7	9[fluorescence artefact?]	-10	-0.1	4	-1	6
COc1cccc(C(=O)Nc2cc(NC(=O)c3ccco3)ccc2OC)c1	-9	-19	-8	-1	-2	0.5	0	0	0
CCNC(=O)/C(=C/c1cccc([N+](=O)[O-])c1)NC(=O)c1ccc(C)cc1	-3	5	-3	-10	-2	1.8	-1	21	-2
CCOC(=O)CSc1nnc(CNc2nc(-c3ccccc3)cs2)n1C	2	-20	-6	9	-12	-0.1	-4	0	2

3 records drawn at random from the list so far, as already listed:
SMILES	TbHK1 inh	EBV gp42 inh	p47phox inh	14-3-3 Bad inh	MDM2 E3 inh	zVAD death inh	Runt-SMMHC FRET	Hck-Nef inh	Runt-CBFb FRET
COc1cccc(C(=O)Nc2cc(NC(=O)c3ccco3)ccc2OC)c1	-9	-19	-8	-1	-2	0.5	0	0	0
CCOC(=O)CSc1nnc(CNc2nc(-c3ccccc3)cs2)n1C	2	-20	-6	9	-12	-0.1	-4	0	2
O=[N+]([O-])c1nn(-c2ccc3c(c2)OCCO3)n(O)c1=NCc1ccc(F)cc1Cl	-7	11	-11	-9	-4	0.2	-31	-2	-60

Continuation:
SMILES	TbHK1 inh	EBV gp42 inh	p47phox inh	14-3-3 Bad inh	MDM2 E3 inh	zVAD death inh	Runt-SMMHC FRET	Hck-Nef inh	Runt-CBFb FRET
COc1ccc(CCNC(=O)C2CC(c3ccc([N+](=O)[O-])cc3)=NO2)cc1 (configuration not stated)	-4	-18	-4	1[fluorescence artefact?]	-12	0.1	1	1	-1
CC1(C)CC(=O)C(N=Nc2ccc(Br)cc2)=C(O)C1	-15	-13	-1	-1	-17	0.2	-2	-1	-2
NC(=O)COC(=O)[C@@H]1CC(O)CN1S(=O)(=O)c1ccc2c(c1)OCCO2 (some centres not stated)	-7	-19	-16	6	·	0.4	-1	14	3
C=CCc1c(C)nc(SC)nc1Nc1ccc(C(C)=O)cc1	-35	-16	-28	3[fluorescence artefact?]	-10	0.2	-5	0	-4
Cc1ccc2nc(-c3ccc(NC(=O)CSc4nccc(=O)[nH]4)cc3)sc2c1	-6	-10	-9	-2	-19	-0.1	-6	-8	-4
CCn1ccc(-c2ccccc2)c(C#N)c1=O	-17	-22	-9	-2	-6	1.8	0	-2	1
Cc1cc2nc3c(=O)[nH]c(=O)[nH]c3nc2c([N+](=O)[O-])c1N	-5	150*	-148	73*	-16	-0.7	-236	33	-49
C=CCNS(=O)(=O)c1ccc2c(c1)n(C)c(=O)n2C	-1	-10	-2	-2	-1	5.6	-3	23	·
Cc1oc(-c2ccc(Cl)cc2)nc1CN1CCCC(C(=O)NCCCN2CCCC2=O)C1 (configuration not stated)	-3	-19	-7	16	-11	-0.4	-2	1	2
O=C(c1ccc([N+](=O)[O-])cc1)N1CCCC1	-12	-5	0	1	-5	-0.1	0	-1	0
COC(=O)c1ccccc1NC(=O)CC#N	3	-24	-6	-1[fluorescence artefact?]	22	1.9	-1	-1	-1
c1ccc(CNc2nnnn2-c2ccccc2)cc1	2	-3	-4	-4[fluorescence artefact?]	-2	-0.4	1	9	-1
O=C(N/N=C/C(Cl)=C/c1ccccc1)c1cnccn1	-55	-15	-16	3	3	-0.3	-2	-5	-4
COc1ccc(-c2c([C@H]3[C@@H]4C=CCC[C@@]4(C)C(=O)N3Cc3ccccc3)ccc3ccccc23)cc1OC	0	11	-13	0	3	0.8	0	14	0
COc1ccc(C2=CC3=C(Br)C(=O)C(C)(OC(=O)C4CCCC4)C(=O)C3=CO2)cc1 (configuration not stated)	-15	-14	-12	11	15	0.0	18	82*	64*
CCN1C=C(Cc2ccc(OC)cc2)C2=C(C1)C(c1ccc(OC)cc1)C(C#N)=C(N)O2 (configuration not stated)	-9	-5	2	0	0	-0.2	-9	2	0
COc1cccc(C(=O)Nc2ccc(NC(=O)C3CC3)cn2)c1	-5	-13	-18	-3	-14	0.8	-2	-1	0
CCCCOc1ccc(NC2=NC3(CCCCC3)N=C(N)N2)cc1	1	-15	-18	-3	-26	0.9	-1	9	-1
COc1ccc(OC)c(/C=N/c2c(-c3ccc(O)c(OC)c3)nc3ccccn23)c1	-15	9	-13	-4	0	0.5	-11	-26	-3
